Screening results from PubChem.
TEAD-YAP inh: TEAD-YAP interaction inhibition | inhibition, % at 9.12 µM | 640,000 compounds, 1.4% hits | HEK-TIYL cells, TEAD-Gal4/YAP UAS-luciferase luminescence; in the data active = inhibition above about 32%;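 also: 0% = median of test compound wells and 100% = reference inhibitor wells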
FBW7 act: activators of human E3 ligase FBW7; Q969H0; AlphaScreen FBW7–phospho-cyclin E peptide binding, activator screen; normalized activity (activation), % at 26.1 µM; 650,000 compounds, 0.13% hits; AID 1259310; in the data active = normalized activity above about 1.9%;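 also: purified mutant Fbw7 with reduced substrate affinity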
MITF primary: inhibitors of human MITF; 650,000 compounds, 0.91% hits; O75030; inhibition, % at 2.6 µM; AlphaScreen MITF homodimerization, bead proximity signal; in the data active = inhibition above about 50%;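 also: 0% = vehicle wells with protein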
Target sequence (O75030 whole entry, looked up): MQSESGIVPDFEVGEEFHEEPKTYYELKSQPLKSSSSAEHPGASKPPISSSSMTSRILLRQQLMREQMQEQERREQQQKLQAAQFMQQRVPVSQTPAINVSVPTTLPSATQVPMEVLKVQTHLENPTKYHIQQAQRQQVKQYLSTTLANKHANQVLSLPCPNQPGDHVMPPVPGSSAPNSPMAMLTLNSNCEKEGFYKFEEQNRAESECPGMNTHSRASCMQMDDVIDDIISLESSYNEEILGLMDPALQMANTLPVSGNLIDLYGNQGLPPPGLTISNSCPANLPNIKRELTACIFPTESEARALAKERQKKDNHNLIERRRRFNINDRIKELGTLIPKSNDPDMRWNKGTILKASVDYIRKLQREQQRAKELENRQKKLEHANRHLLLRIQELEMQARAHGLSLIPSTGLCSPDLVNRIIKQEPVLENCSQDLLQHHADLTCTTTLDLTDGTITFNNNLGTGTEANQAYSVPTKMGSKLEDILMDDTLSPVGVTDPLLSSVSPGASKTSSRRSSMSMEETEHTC
GPR151 activ: activates the human receptor GPR151 | PathHunter beta-arrestin GPR151 cells, luminescence | activation, % at 11.2 µM | 650,000 compounds, 1% hits | AID 1508602; in the data active = activation above about 4.9%;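 also: 0% = median of compound wells and 100% = cells with positive control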
Target sequence (Q8TDV0 whole entry, looked up): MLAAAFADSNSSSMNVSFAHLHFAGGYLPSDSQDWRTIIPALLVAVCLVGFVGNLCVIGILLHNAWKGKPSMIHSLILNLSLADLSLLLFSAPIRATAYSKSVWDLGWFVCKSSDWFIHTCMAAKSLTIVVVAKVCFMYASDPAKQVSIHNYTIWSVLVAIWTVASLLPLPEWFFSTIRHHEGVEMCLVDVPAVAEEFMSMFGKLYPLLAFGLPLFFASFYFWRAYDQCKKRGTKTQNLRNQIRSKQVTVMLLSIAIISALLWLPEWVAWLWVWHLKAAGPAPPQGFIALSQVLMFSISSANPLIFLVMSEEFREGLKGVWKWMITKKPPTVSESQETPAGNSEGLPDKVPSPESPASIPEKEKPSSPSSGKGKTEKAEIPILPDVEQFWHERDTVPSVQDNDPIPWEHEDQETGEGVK
Starred values were filed as active, the others as inactive.

SMILES	TEAD-YAP inh	FBW7 act	MITF primary	GPR151 activ
CC(C)(C)NS(=O)(=O)c1ccc(NS(=O)(=O)c2cc(Cl)ccc2Cl)cc1	-1.8	0.0	23.2	-1.5
COc1cc(/C=C2\N=C(c3ccc([N+](=O)[O-])cc3Cl)OC2=O)ccc1OC(C)=O	5.2	-0.1	0.7	0.3
COc1ccccc1/C=N/NC(=O)C(=O)Nc1ccccc1	-11.3	0.7	21.3	0.2
CC(Cc1ccsc1)NC(=O)CSc1ccc2nnc(-c3cccnc3)n2n1 (stereo not given)	-2.8	0.9	14.7	1.3
COc1cccn2c(C(=O)NCc3cccs3)c(C(F)(F)F)nc12	1.0	-0.5	3.0	0.5
Cc1ccc2c(c1)nnn2C1CCN(CC(=O)N2c3ccccc3CC2C)CC1 (stereo not given)	13.9	0.3	20.8	0.1
Cc1c(Cl)cccc1NC(=S)N(CCN1CCCCCC1)Cc1ccco1	3.2	-0.1	6.3	-1.0
CCc1ccc(NC(=O)C(CC)Sc2nnc(-c3ccc(OC)c(OC)c3)c(-c3ccc(OC)c(OC)c3)n2)cc1 (stereo not given)	1.7	0.5	11.9	0.2
O=C(Nc1nnc(C(F)(F)F)s1)c1csc2ccccc12	-3.7	0.2	4.9	0.8
Cc1cc(Br)cc(C)c1OCC(=O)NC1CCCC1	19.3	-0.2	4.0	-0.6
Cc1ccc([N+](=O)[O-])cc1NC(=O)/C(=C\c1ccc(N(C)C)cc1)NC(=O)c1ccccc1Br	10.5	0.0	4.5	1.3
CCOC(=O)C(=O)NCC1CCCN1S(=O)(=O)c1cccs1 (stereo not given)	2.1	0.1	17.3	-1.1
CC1C2CC(CC2(O)C#Cc2ccccc2)C1(C)C (stereo not given)	7.6	0.1	6.8	1.2
O=C(c1nn2c(C(F)(F)F)cc(-c3cccs3)nc2c1Br)N1CCOCC1	-6.5	0.4	4.5	0.0
Cc1nc(SCC(O)COc2ccc(Cl)cc2)c(C#N)c2c1CCCC2 (stereo not given)	-1.1	-0.1	2.9	-0.3
O=C(Nc1cccc(F)c1)/C(=C\c1ccco1)NC(=O)c1ccsc1	-1.9	0.1	6.0	-0.8
CC(=O)Nc1ccc(C(=O)NNS(=O)(=O)c2ccc(C)cc2)cc1	10.1	0.3	1.9	0.7
Cc1ccc(C2=NN(C(N)=S)C(O)(C(F)(F)F)C2)cc1 (stereo not given)	-3.7	-0.1	-8.0	0.0
O=C(O)c1ccccc1NC(=O)C1CCCCC1	-6.5	0.1	-2.2	2.4
CCc1ccccc1NC(=O)c1cc(S(=O)(=O)NCC2CCCO2)ccc1F (stereo not given)	-5.5	-0.1	-3.7	0.0
CC(=O)c1ccc(N(C(F)F)S(=O)(=O)c2cccs2)cc1	2.7	0.1	3.8	0.0
COC(=O)c1cc(-c2c[nH]c3ccccc23)n[nH]1	-11.9	0.5	15.7	-0.6
Cc1nc(NC(=O)CN2CCC(c3cccnc3)CC2)sc1C	-29.1	0.0	-2.4	0.0
Cc1nc(-c2cccc([N+](=O)[O-])c2)no1	3.3	-0.1	3.1	-2.4
O=c1[nH]c(C23CC4CC(CC(C4)C2)C3)cs1	1.6	0.1	2.2	-0.8
Cc1cccc(C(C)(C)C)c1OCCCNCCO	8.5	0.0	23.6	0.1
Cc1ccc(S(=O)(=O)N2CCC(=O)CC2C)cc1 (stereo not given)	2.8	0.0	-2.4	0.1
CC(C)c1ccc(C2/C(=C(/O)c3ccccc3)C(=O)C(=O)N2CCC(=O)O)cc1 (stereo not given)	7.9	0.1	9.3	-1.4
O=C(O)CCc1ccc(-c2ccc(Br)cc2)n1CC(=O)O	-6.1	-0.1	-13.2	0.7
COc1cc(C(=O)NCc2n[nH]c(=S)n2-c2ccccc2)cc(OC)c1OC	3.4	-0.2	-15.8	1.0
Cc1cccc(C(=O)N2C(C)CCCC2C)c1 (stereo not given)	-8.8	0.1	0.8	1.2
O=C(Nc1ccccc1C(=O)Nc1ccncc1)c1cccc([N+](=O)[O-])c1	6.0	0.7	14.0	0.6
CC1=CC(=O)C(C(C)C)=C/C1=N\S(=O)(=O)c1ccc(C)cc1	-8.1	0.0	-2.7	2.0
CCOC(=O)N1CCN(C(=O)C(CC)n2nc(C)c3sc4ccccc4c3c2=O)CC1 (stereo not given)	1.5	-0.2	9.4	-0.4
CCC(C(=O)N1CCN(c2ccccn2)CC1)n1nc(C)n2c(cc3occc32)c1=O (stereo not given)	2.2	0.0	4.5	-0.6
COc1ccc(CCN2C(=O)CCC2CCNCc2ccccc2)cc1 (stereo not given)	3.3	0.1	8.6	-1.3
O=c1oc(-c2ccc([N+](=O)[O-])cc2)nc2ccc(I)cc12	-7.5	0.5	3.5	-1.4
CCOC(=O)C1CCCN(c2ncnc3c2cnn3C)C1 (stereo not given)	-1.5	0.1	0.5	-0.2
COc1cc(-c2nc3ccccc3c(=O)n2OC(=O)c2ccccc2Cl)cc(OC)c1OC	-0.2	0.0	22.3	1.0
Cc1ccc(C(=O)N2CCN(C)CC2)c(N2CCOCC2)n1	5.1	-0.2	3.9	0.8
Cc1cc(NS(=O)(=O)c2ccc(NC(=O)CC(C)(C)C)cc2)nc(C)n1	8.3	0.2	21.0	0.4
Cc1cc(=O)nc2c3ccccc3n(CC(=O)N3CCC(C)CC3)n12	4.5	0.1	0.3	0.6
Cc1ccc(NC(=O)CSc2nc3ccccc3c(=O)n2CCCC(=O)NCCc2ccccc2)cc1	-3.6	-0.2	-0.6	0.8
COCCNC(=O)CN1C(=O)C(C)Oc2ccccc21 (stereo not given)	5.8	-0.2	5.6	-0.4
COC(=O)Cn1cc(S(=O)(=O)NCc2ccc(OC)cc2)c2cc([N+](=O)[O-])ccc21	-3.9	0.0	-12.4	-0.5

Entries shown so far that contain a thiophene ring, fused or not:
SMILES	TEAD-YAP inh	FBW7 act	MITF primary	GPR151 activ
CC(Cc1ccsc1)NC(=O)CSc1ccc2nnc(-c3cccnc3)n2n1 (stereo not given)	-2.8	0.9	14.7	1.3
COc1cccn2c(C(=O)NCc3cccs3)c(C(F)(F)F)nc12	1.0	-0.5	3.0	0.5
O=C(Nc1nnc(C(F)(F)F)s1)c1csc2ccccc12	-3.7	0.2	4.9	0.8
CCOC(=O)C(=O)NCC1CCCN1S(=O)(=O)c1cccs1 (stereo not given)	2.1	0.1	17.3	-1.1
O=C(c1nn2c(C(F)(F)F)cc(-c3cccs3)nc2c1Br)N1CCOCC1	-6.5	0.4	4.5	0.0
O=C(Nc1cccc(F)c1)/C(=C\c1ccco1)NC(=O)c1ccsc1	-1.9	0.1	6.0	-0.8
CC(=O)c1ccc(N(C(F)F)S(=O)(=O)c2cccs2)cc1	2.7	0.1	3.8	0.0
CCOC(=O)N1CCN(C(=O)C(CC)n2nc(C)c3sc4ccccc4c3c2=O)CC1 (stereo not given)	1.5	-0.2	9.4	-0.4

Two of the compounds above, with two lines to a compound:
Fields: TEAD-YAP inh, FBW7 act, MITF primary, GPR151 activ
Cc1cc(Br)cc(C)c1OCC(=O)NC1CCCC1
    19.3, -0.2, 4.0, -0.6
Cc1ccc([N+](=O)[O-])cc1NC(=O)/C(=C\c1ccc(N(C)C)cc1)NC(=O)c1ccccc1Br
    10.5, 0.0, 4.5, 1.3

Next entries.
SMILES	TEAD-YAP inh	FBW7 act	MITF primary	GPR151 activ
COC(=O)c1ccc(Nc2cc(=O)[nH]c(=O)[nH]2)cc1	7.5	-0.1	-1.0	1.7
O=C1C2CCCCC2C(=O)N1CCC(=O)N1CCCCC1c1nc2ccccc2[nH]1 (stereo not given)	5.9	0.2	15.3	1.9
COc1ccc(-n2c(O)c(C=Nc3ccc(OC)c(OC)c3)c3ccccc3c2=O)cc1	0.4	0.0	15.1	-0.3
Cc1nnc(SCc2cc([N+](=O)[O-])cc3c2OCOC3)[nH]c1=O	-4.4	0.0	-3.0	-2.0
CCOC(=O)c1ccc(NCn2cnc([N+](=O)[O-])n2)cc1	-19.0	-0.1	13.8	-0.1
CCOC(=O)c1nnn(C(CC)C(=O)Nc2ccc(F)cc2)c1C(=O)OCC (stereo not given)	-5.9	0.0	15.9	0.7
COc1ccc(NC(=O)c2c(NCc3cccn3C)sc3c2CCCC3)cc1	-2.2	-0.1	16.1	-0.7
O=C(NCc1ccccc1)c1cccc([N+](=O)[O-])c1	-6.8	-0.1	-12.9	-0.8
Cc1ccn2c(=S)nc(-c3ccc(Cl)c(S(=O)(=O)N4CCOCC4)c3)nc2c1	-5.8	0.0	-12.3	0.9
CC(=O)c1cccc(NC(=O)c2ccc(F)cc2)c1	-23.0	0.1	-1.4	-1.6
O=C(c1ccco1)N(Cc1ccco1)Cc1cc2cc3c(cc2[nH]c1=O)OCO3	-0.4	-0.1	5.8	2.9
O=C(CSc1nc2[nH]ncc2c(=O)n1-c1ccc(F)c(Cl)c1)Nc1ccc(F)c(F)c1	18.6	0.1	-8.9	-1.3
CCN(CC)C(=O)Cn1cnc2sc(C(=O)NCCc3ccc(OC)c(OC)c3)c(C)c2c1=O	-2.0	-0.2	-7.5	1.9
C=CCNC(=O)c1cc(-c2ccccc2OC)on1	-43.5	0.0	3.8	0.0
CC(C(=O)NCCC(=O)O)N1C(=O)c2ccccc2C1=O (stereo not given)	-1.8	0.0	3.8	-0.3
Cc1ccc(C(=O)N/C(=C\c2cccc([N+](=O)[O-])c2)C(N)=O)cc1	4.4	-0.1	-4.3	0.3
COc1ccc(C(=O)Oc2ccc(C=C3C(=O)NC(=S)NC3=O)cc2)cc1	-2.4	0.0	11.9	0.2
O=C1N[C@@H](Cc2ccc(O)cc2)C(=O)N2CCN(C(=O)c3ccc(C(F)(F)F)cc3)C[C@H]12	15.1	0.8	-21.1	-0.8
CCOC(=O)c1c(CSc2nc(C)cc(C)c2C#N)oc2ccc(OC(C)=O)cc12	4.2	-0.2	0.4	0.4
COc1ccc2c(CNC3CCCCCCC3)c(C(=O)O)n(Cc3ccc(F)cc3)c2c1	-1.8	-0.1	-3.6	0.4
CCOC(=O)c1cc(NC(=O)N2CCOCC2)c(C)nc1C	-1.0	0.1	8.5	-1.0
O=C(CNC(=S)N(Cc1ccccc1)Cc1cccnc1)NCCc1ccccc1Cl	1.0	0.5	13.3	-0.7
COc1ccc(Cc2nnc(N/N=C/c3cccs3)[nH]c2=O)cc1OC	3.8	-0.5	-8.7	-0.6
CCN(CC)C(=O)C1CCCN(c2ccc(-n3cc(CC(N)=O)c4ccccc43)nn2)C1 (stereo not given)	-2.1	-0.2	-3.5	-2.0
CC(C)(C)c1ccc(NC(=S)NC(=O)c2ccccc2)c([N+](=O)[O-])c1	-18.6	-0.2	17.1	0.7
CCC(C)NC(=O)CSc1nc2ccsc2c(=O)n1-c1ccc(OC)cc1 (stereo not given)	3.4	0.2	-3.1	0.7
O=C(CCc1nnc(CCc2ccccc2)o1)N1CCCC1c1nccs1 (stereo not given)	-10.4	0.0	4.7	-0.8
CC(C(=O)Nc1ccc(CC#N)cc1)N(c1ccccc1)S(C)(=O)=O (stereo not given)	0.6	0.0	12.8	1.0
CCC(=O)N(CCO)Cc1cc2ccc(C)c(C)c2[nH]c1=O	0.7	0.1	6.6	0.1
Cn1c(=O)[nH]c(=O)c2c1ncn2Cc1ccc([N+](=O)[O-])cc1	1.7	-0.1	-0.9	0.1
N#Cc1cnc(SCC(=O)Nc2ccccc2C(F)(F)F)nc1N	11.6	0.0	-3.6	1.6
O=C(O)CCCCCN1C(=O)C2C3C=CC(C4CC34)C2C1=O (stereo not given)	-7.9	0.1	4.2	2.3
CCOc1ccc2c(c1)sc(=NC(=O)c1c(F)cccc1F)n2C	-36.5	-0.1	1.7	0.3
Cc1ccc(C(=O)N[C@H](C(=O)N2CCN(c3ccccc3F)CC2)C(C)C)cc1	-1.7	-0.1	10.1	-0.4
O=C(c1nn2c(c1Br)NC(c1ccccc1)CC2C(F)(F)F)N(Cc1ccccc1)Cc1ccccc1 (stereo not given)	9.2	-0.1	-4.1	0.6
COCCCN1C(=O)C2C(C(=O)Nc3ccc(C)c(C)c3)C3C=CC2(O3)C1C(=O)NC1CCCCC1 (stereo not given)	-0.2	-0.1	-9.8	0.4
CCCCOc1ccc(C(=O)Nc2ccc(S(=O)(=O)Nc3cc(C)on3)cc2)cc1	0.7	-0.3	5.5	0.6
COc1cc(NC(=O)C2COc3ccc(C)cc3C2)ccc1-c1cn[nH]c1 (stereo not given)	-0.5	0.1	13.0	-0.3
CC(C(=O)Nc1ccccc1Br)N1c2cccc3cccc(c23)S1(=O)=O (stereo not given)	1.3	0.3	-16.9	0.3
CCC1(CCC(=O)NCC2OCCc3ccccc32)CCC(=O)N1 (stereo not given)	4.1	0.1	-10.2	1.1
O=C(CSc1nnc(NC2CCCCC2)s1)N1CCCCCC1	-2.1	-0.1	-6.9	-0.2
Cc1ccc(NC(=O)/C=N/OCC(=O)Nc2cc(C)cc(C)c2)cc1	3.1	-0.1	-13.2	-0.9
C/C(N)=C(/C#N)C(=O)COC(=O)CCSc1ccccc1	-6.2	0.6	12.4	0.4
C=CCNC(=O)c1ccc2c(c1)N(Cc1ccc(F)cc1)C(=O)CS2	21.5	0.9	6.5	-0.7
COc1ccc(-c2nc(NCCN(C(C)C)C(C)C)c3ncn(-c4ccsc4)c3n2)cc1	7.2	-0.1	-8.4	-0.9
COc1cc(/C=C2/C(=O)NC(=O)N(c3cccc(C(F)(F)F)c3)C2=O)ccc1O	12.3	0.2	6.3	-1.0
N#CCOc1ccc(/C=N/NC(=O)CCSc2ccccc2)cc1	1.9	-0.2	-2.3	0.3
COC(=O)c1ccccc1NC(=O)c1ccc(N2CC3CC(C2)c2cccc(=O)n2C3)c(NC(=O)c2c(F)cccc2F)c1 (stereo not given)	-8.2	-0.1	0.2	2.3
COc1cccc(C(=O)Nc2nnc(CCSc3ccc4ccccc4c3)s2)c1	-3.4	-0.1	-2.9	-1.0
COC(=O)/C=c1\sc2n(c1=O)CCN=2	1.4	0.0	-8.3	0.4
